CD11b adhes inh: blocks human CD11b/CD18 adhesion to fibrinogen | AID 1497 | 93,000 tested, 0.54% active | K562 CD11b/CD18 adhesion to fibrinogen, ATPlite luminescence; Mn2+ added to activate the integrin | P05107+P11215 | inhibition, % at 10 µM;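 active means primary inhibition of 50% or more at 10 µM, then 40% or more on retest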; further: some results filed as inactive read as strong as hits
FAK blocker: inhibitors of human focal adhesion kinase; Q05397; biochemical FAK kinase activity assay; inhibition, %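 (tested at 7 µM)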; 97,000 tested, 0.84% active; AID 727; in the data active means inhibition above about 19%;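 further: 0% = DMSO and 100% = reference compound high control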
Rev-RRE block: inhibitors of HIV-1 Rev-RRE RNA interaction. Rev peptide-RRE RNA binding, FRET. AID 704. inhibition, % at 8 µM. 97,000 tested, 0.79% active;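 active means inhibition above the screen-wide mean plus 3 SD, cut at about 35% in these data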;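 further: 0% = median DMSO wells and 100% = median Neomycin B control wells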
Target sequence (P05866 whole entry, looked up): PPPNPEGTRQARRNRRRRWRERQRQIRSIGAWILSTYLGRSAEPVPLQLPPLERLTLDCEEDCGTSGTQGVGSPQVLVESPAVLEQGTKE
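Test system – labelled RRE RNA duplex and labelled Rev peptide · Signal – fluorescein-to-Cy5 FRET, 480 nm excitation · Evaluation – % inhibition of FRET ratio versus controls · Benchmarks – DMSO low control, neomycin B high control · Incubation – 5 min RNA-compound premix plus 15 min binding step, 25 °C · Medium – HEPES pH 7.5 salt buffer with EDTA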
CD11b adhes enh: CD11b/CD18-fibrinogen binding enhancement; P05107+P11215; K562 CD11b/CD18 adhesion to fibrinogen, ATPlite luminescence; activation, % at 10 µM; 93,000 tested, 0.07% active;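 active means 10 µM primary screen giving 50% or more activity, confirmed by 40% or more on retest at that dose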; further: strong numbers were not always called active
PLK1 kinase inh: inhibitors of human PLK1 kinase. 97,000 tested, 0.53% active. P53350. inhibition, % at 10 µM. recombinant PLK1 kinase, TR-FRET peptide phosphorylation. AID 619;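 active means inhibition of 50% or more in the single-concentration screen; inactive means inhibition below 50%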;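 further: 0% = DMSO max control and 100% = H-89 dihydrochloride min control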
ERb SRC1 inh: blocks coactivator binding to human estrogen receptor beta; Q92731; TR-FRET ER-beta LBD / SRC1-Cy5 peptide binding; receptor agonist-loaded with 1 µM estradiol; inhibition, % at 25.6 µM; 86,000 tested, 1.3% active; AID 633;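 active means compounds whose percent inhibition of the receptor-coactivator binding signal exceeds about 50% in the single-dose screen, limit read from the data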;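 further: 0% = receptor plus peptide wells without compound and 100% = peptide-only wells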
Target sequence (Q92731 whole entry, looked up, the tested form may be a part): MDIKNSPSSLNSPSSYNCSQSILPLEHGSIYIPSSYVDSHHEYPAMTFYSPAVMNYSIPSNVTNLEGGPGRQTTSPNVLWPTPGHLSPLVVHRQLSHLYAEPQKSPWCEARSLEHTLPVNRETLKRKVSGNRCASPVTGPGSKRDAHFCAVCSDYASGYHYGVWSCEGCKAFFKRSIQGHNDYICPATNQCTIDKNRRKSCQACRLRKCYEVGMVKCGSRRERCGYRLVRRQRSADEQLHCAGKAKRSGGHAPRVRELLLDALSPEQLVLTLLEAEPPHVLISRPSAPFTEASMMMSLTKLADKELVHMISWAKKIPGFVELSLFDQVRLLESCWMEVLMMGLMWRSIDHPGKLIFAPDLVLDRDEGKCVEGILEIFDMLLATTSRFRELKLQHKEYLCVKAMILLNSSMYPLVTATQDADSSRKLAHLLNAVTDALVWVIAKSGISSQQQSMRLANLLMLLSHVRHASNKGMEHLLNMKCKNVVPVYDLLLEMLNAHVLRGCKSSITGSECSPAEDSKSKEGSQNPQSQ
ERa SRC1 inh: blocks coactivator binding to human estrogen receptor alpha. TR-FRET ER-alpha LBD / SRC-1 peptide, estradiol-bound. inhibition, % at 25.6 µM. 86,000 tested, 1.7% active; in the data active means inhibition above about 50%;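 further: 0% = receptor plus peptide control and 100% = peptide only without receptor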
ERa SRC1 pot: enhances coactivator binding to human estrogen receptor alpha. TR-FRET ERalpha-LBD/SRC-Cy5 coactivator binding, 2 h; 100 = basal binding, no effect. coactivator binding (% of control), % at 25.6 µM. 86,000 tested, 1.3% active; in the data active means activity above about 200%;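 further: binding measured in presence of low estradiol as agonist stimulus; 0% = peptide alone without receptor and 100% = receptor with peptide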
PLK1 PBD inh: Plk1 (human) PBD binding inhibition; inhibition, %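 (tested at about 20 µM)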; Plk1 PBD phosphopeptide binding, fluorescence polarization; 97,000 tested, 0.13% active; AID 693; in the data active means inhibition above about 34%, passing the limit was not always enough
Numbers without * were called inactive; / = not tested or not shown; [ ] = remark or other dose. Rows were taken by chance; overall some 4.7% were active at least once.

SMILES	CD11b adhes inh	FAK blocker	Rev-RRE block	CD11b adhes enh	PLK1 kinase inh	ERb SRC1 inh	ERa SRC1 inh	ERa SRC1 pot	PLK1 PBD inh
CCOC(=O)c1[nH]c2ccc(C)cc2c1N=CN(CC)CC	-2.1	-7.9	1.4	-3.1	-13.4	5.6[fluorescence artefact?]	6.6[fluorescence artefact?]	104.5	17.8
COc1ccc(-n2nnnc2SC(C)C(N)=O)cc1 (stereo not drawn)	-5.8	-5.5	1.5	-0.9	-4.4	11.4	4.4	106.3	-3.9
COc1ccc(S(=O)(=O)N2CCCC(C(=O)Nc3cccnc3)C2)cc1Cl (stereo not drawn)	/	-1.1	12.4	/	-12.5	-7.0	-8.6	112.5	1.0
CCOC(=O)C1CCN(c2nc3ccccc3nc2C(C#N)C(=O)OC(C)COC)CC1 (stereo not drawn)	-23.5	/	/	9.2	/	-4.4	-1.0	98.6	/
CCNC(=S)NNC(=O)CCn1c2ccccc2c2ccccc21	-10.7	-4.2	-0.8	-2.2	-3.5	/	/	/	-10.0
Nc1n[nH]c(-c2ccccc2)n1	/	-0.2	4.1	/	-5.3	-9.2	-8.7	104.4	-1.9
O=C1C2C3C=CC(O3)C2C(=O)N1CC(O)c1ccccc1 (stereo not drawn)	-1.8	-1.5	5.6	1.4	-9.0	10.9	5.4	105.5	-3.4
CC(=O)c1ccc(N2CCN(C(=O)c3cc(-c4ccc5c(c4)OCO5)nc4ccccc34)CC2)cc1	-0.3	11.8	7.1	15.6	-14.1	8.4[fluorescence artefact?]	5.5[fluorescence artefact?]	193.4	-5.2
CCCCSc1nc2c(c(=O)n1CC)SC(C)C2 (stereo not drawn)	-56.6	/	/	-3.9	/	-12.0[fluorescence artefact?]	2.6	87.1	/
O=C(O)c1cc([N+](=O)[O-])ccc1C(=O)Nc1ccccc1	/	0.8	-0.3	/	-12.0	/	/	/	21.0
CCOc1ccccc1N1CCN(C2=C(NS(=O)(=O)c3cccs3)C(=O)c3ccccc3C2=O)CC1	27.3	-1.4	2.9	-3.0	6.6	-3.1	-6.1	113.5[fluorescence artefact?]	58.7*
Cc1cccc2cc(CN(Cc3cccs3)Cc3nnnn3Cc3ccccc3)c(=O)[nH]c12	7.7	0.5	-1.8	-5.4	-19.7	/	/	/	4.1
c1cnc2ccc(C(c3nnnn3C3CCCCC3)N3CCN4CCCC4C3)cc2c1 (stereo not drawn)	-10.4	2.1	-0.3	-2.5	-1.1	-7.8	-8.4	103.0	-7.9
CC(=O)Nc1cccc(C(=O)OC(C(=O)c2ccc(C)c(C)c2)c2ccccc2)c1 (stereo not drawn)	/	-0.2	11.0	/	-12.6	/	/	/	-23.1
CN1c2ccccc2C(O)=C(C(=S)Nc2ccccc2)S1(=O)=O	6.6	-1.0	6.0	-2.9	-13.5	/	/	/	13.9
Cc1cc2cc(CNC(=O)c3ccc(S(=O)(=O)N4CCOCC4)cc3)ccc2n1C	-2.3	-2.4	-6.3	15.0	-10.5	28.3[fluorescence artefact?]	1.3	275.7*[fluorescence artefact?]	-20.7
O=S(=O)(c1cccc(Cl)c1Cl)N1CCCCC1	-3.0	0.6	1.4	1.6	-6.7	0.6	8.6	99.6	2.5
COc1ccc(C(=O)Nc2nnc(-c3ccccc3)o2)cc1OC	-5.7	-4.1	7.2	-1.3	-6.9	3.9[fluorescence artefact?]	7.5[fluorescence artefact?]	120.7	-15.5
CCn1c(COc2cccc(C)c2)nnc1SCC(=O)Nc1cccc(C(=O)OC)c1	9.1	-1.2	11.1	-2.3	-9.3	-22.5[fluorescence artefact?]	-11.4	116.6	10.4
CCc1ccc(NC(=O)c2ccc3nc(N)sc3c2)cc1	14.7	-0.6	18.0	-9.8	1.3	6.6	1.9	96.9	-5.8
O=C(N/N=C/c1ccc(F)c(F)c1)c1cc2c(s1)-c1ccccc1CC2	-2.3	18.2	6.7	29.9	-16.3	/	/	/	-15.4
O=c1cc(-c2ccccc2)[nH]c2[nH]n(-c3ccccc3)c(=O)c12	-7.5	-0.5	8.7	1.3	-1.1	-9.3[fluorescence artefact?]	4.0	122.6	-0.4
O=C1Nc2ccccc2OC1CC(=O)N1CCOCC1 (stereo not drawn)	-0.9	-4.5	4.4	-1.1	-12.5	-1.4	1.1	132.3[fluorescence artefact?]	1.9
CC1(C)Cc2nc(N)c(C(=O)NCCO)cc2CO1	-3.7	/	/	2.7	/	3.3[fluorescence artefact?]	3.2[fluorescence artefact?]	112.3	/
CCc1cc2cc(C(=O)Nc3ccc(F)cc3)sc2s1	/	-64.2	5.4	/	-87.2	49.0[fluorescence artefact?]	36.6[fluorescence artefact?]	308.2*[fluorescence artefact?]	-1.8

Shown as a hit in PLK1 PBD inh (from the list above):
SMILES	CD11b adhes inh	FAK blocker	Rev-RRE block	CD11b adhes enh	PLK1 kinase inh	ERb SRC1 inh	ERa SRC1 inh	ERa SRC1 pot	PLK1 PBD inh
CCOc1ccccc1N1CCN(C2=C(NS(=O)(=O)c3cccs3)C(=O)c3ccccc3C2=O)CC1	27.3	-1.4	2.9	-3.0	6.6	-3.1	-6.1	113.5[fluorescence artefact?]	58.7*

(further entries)
SMILES	CD11b adhes inh	FAK blocker	Rev-RRE block	CD11b adhes enh	PLK1 kinase inh	ERb SRC1 inh	ERa SRC1 inh	ERa SRC1 pot	PLK1 PBD inh
Cc1nc2c(=O)oc3ccccc3c2n1-c1ccccc1	2.7	/	/	-2.4	/	8.2	-4.9	184.7	/
CCOC(=O)c1[nH]c2c(c1C)C(=O)CC(c1ccc(F)cc1)C2 (stereo not drawn)	1.1	/	/	13.6	/	11.8[fluorescence artefact?]	20.1[fluorescence artefact?]	161.9	/
O=[N+]([O-])c1ccc2c(c1)oc1ccccc12	/	3.0	4.5	/	-8.2	2.3[fluorescence artefact?]	4.2	110.1	4.2
COc1ccc(COC(=O)NNC(=O)c2ccc(OC)cc2)cc1	/	1.6	2.4	/	-9.5	-14.2	-13.6	102.6	7.6
COc1ccccc1N1CCN(c2nc3c(C)cccn3c(=O)c2C=O)CC1	/	-1.0	8.7	/	-1.2	/	/	/	-15.8
Clc1ccccc1-c1nnc2sc(C3COc4ccccc4O3)nn12 (stereo not drawn)	1.9	2.6	-3.5	-3.1	-6.0	/	/	/	11.2
O=C(CN(C(=O)Cn1nnc(-c2ccc(F)cc2)n1)C1CCCC1)NC1CCCC1	1.6	0.6	-1.2	-4.2	-8.8	-0.3	-5.3	125.8	5.3
CC/C(=N\NC(=O)CSCc1ccc(Cl)cc1)c1ccc2c(c1)OCCO2	-15.1	-2.8	2.9	-4.0	-11.9	/	/	/	-14.0
O=C(NCC1CCCO1)C1CCC(CNS(=O)(=O)c2ccccc2)CC1 (stereo not drawn)	-16.9	-5.2	4.7	3.6	-12.0	-1.8	-1.5	131.2	17.8
CSc1nc2nc(-c3ccccc3)cc(=O)n2[nH]1	-32.3	4.6	7.9	6.8	-2.3	-9.7	0.5	106.5	11.2
COc1ccc(/C=C/C(=O)NCc2cnn(C)c2C)cc1COc1ccc(Br)cc1	/	-0.6	-1.6	/	-9.5	/	/	/	-5.6
CCOC(=O)N1CCN(C(=O)C(c2ccccc2)c2ccccc2)CC1	-5.7	1.4	-3.2	0.6	-6.5	/	/	/	7.6
Cc1ccc(/C(O)=C2/C(=O)C(=O)N(CCN3CCOCC3)C2c2cccs2)cc1 (stereo not drawn)	/	2.7	0.8	/	-7.2	-10.8	-4.0	92.0[fluorescence artefact?]	-20.3
CCN(CC)c1nc(OCCNC(=O)Nc2ccccc2)nc(N(CC)CC)n1	27.0	6.2	-3.2	0.1	0.4	-3.0	5.5	97.6	10.3
COc1ccc(CN2CCN(S(=O)(=O)c3ccccc3)CC2)cc1Br	-0.8	0.3	6.8	-1.0	-8.2	/	/	/	-22.4
CCC(C)C(NC(=O)c1ccccc1NC(=O)c1ccco1)C(=O)O (stereo not drawn)	2.8	1.2	6.2	-1.2	-5.3	-1.0	-1.8	98.8	-26.6
CC(C)(C)C(=O)CSc1nccc(=O)[nH]1	-14.5	-3.2	4.2	0.7	3.8	-8.2	-35.4	115.8	21.0
CCOC(=O)c1[nH]c2ccc(OC)cc2c1NC(=O)CN1CCC2(CC1)OCCO2	1.9	-0.1	4.7	0.5	20.1	-5.9	-5.8	119.0	-4.2
COC(=O)c1cc(=O)n(CCc2ccc(OC)cc2)c(=Nc2ccc(F)c(Cl)c2)s1	-3.8	1.4	16.3	8.9	-8.5	8.0[fluorescence artefact?]	5.0	114.1	6.3
Cc1ccsc1/C=c1\sc2ncnn2c1=O	0.5	/	/	-2.5	/	0.9[fluorescence artefact?]	-6.7	87.7	/
O=[N+]([O-])c1ccc(-c2ccc(/C=N/c3c(-c4ccco4)nc4ccccn34)o2)c(Cl)c1	2.4	1.3	9.0	95.3	-12.2	/	/	/	-6.2
Cn1nnnc1SCC(=O)Nc1nc(-c2ccccc2)c(-c2ccccc2)o1	-4.8	2.3	3.4	-0.3	-8.9	-27.3	-35.7	391.3*	16.8
Cc1cc2cc(CN(Cc3nnnn3C3CCCCC3)CC3CCCO3)c(=O)[nH]c2cc1C (stereo not drawn)	7.6	6.1	10.9	-2.0	-9.1	16.5	3.5	95.1[fluorescence artefact?]	-1.6
Cc1cccc(-c2nc(CS(=O)CC(=O)N3CCN(C)CC3)c(C)o2)c1 (stereo not drawn)	-9.8	-8.2	7.0	3.0	56.9*	12.5[fluorescence artefact?]	-4.8	103.6[fluorescence artefact?]	-3.8
N#C/C(=C(/O)c1ccco1)c1nc2ccccc2s1	52.2*	-2.4	3.5	-8.5	-19.4	/	/	/	-2.9

Overlap with the part before: two compounds, then new ones.
SMILES	CD11b adhes inh	FAK blocker	Rev-RRE block	CD11b adhes enh	PLK1 kinase inh	ERb SRC1 inh	ERa SRC1 inh	ERa SRC1 pot	PLK1 PBD inh
Cc1cccc(-c2nc(CS(=O)CC(=O)N3CCN(C)CC3)c(C)o2)c1 (stereo not drawn)	-9.8	-8.2	7.0	3.0	56.9*	12.5[fluorescence artefact?]	-4.8	103.6[fluorescence artefact?]	-3.8
N#C/C(=C(/O)c1ccco1)c1nc2ccccc2s1	52.2*	-2.4	3.5	-8.5	-19.4	/	/	/	-2.9
CC(Nc1cccc2ccccc12)C(=O)N/N=C/c1ccccn1 (stereo not drawn)	-7.7	1.7	12.9	-0.6	-4.6	0.1	9.4	95.4	-21.5
Cc1nc(N2CCN(C)CC2)c2sc(=S)n(-c3ccccc3)c2n1	6.2	/	/	2.3	/	-1.3[fluorescence artefact?]	-2.4	90.3	/
CCOC(=O)c1cccc(Nc2ncnc3ccc(C)cc23)c1	-17.3	12.6	4.9	-3.2	-5.3	-0.3	-8.2	118.7	-11.3
CC(Oc1ccc(F)cc1)C(=O)/C=C\N(C)C (stereo not drawn)	-6.7	4.9	5.2	-3.9	-13.8	/	/	/	-20.7
Cc1ccc(NC2=NCCCCC2)cc1C	-2.6	-4.2	4.6	0.8	-17.4	-0.9	-6.2	105.1	-7.4
CCC1CCc2c(sc3nc(SCC(=O)NCc4ccco4)n(-c4ccccc4)c(=O)c23)C1 (stereo not drawn)	/	-0.1	9.2	/	-11.6	24.9[fluorescence artefact?]	11.2	119.2[fluorescence artefact?]	-8.7
Cc1cc(-c2nnc3n2N=C(C(C)(C)C)CS3)n[nH]1	-1.1	4.5	-2.6	-2.2	-24.2	-5.8	0.5	101.0	-16.0
COc1nnc(-c2ccc(N3CCOCC3)c(NC(=O)C3CCCCC3)c2)c2ccccc12	-8.5	0.1	5.7	1.3	-14.5	/	/	/	0.4
CCOc1ccc(Cn2c(C)nc([N+](=O)[O-])c2SCC(O)CCl)cc1[N+](=O)[O-] (stereo not drawn)	-1.7	0.0	5.2	-2.1	-10.1	-9.2	2.3	74.8	4.2
CCOC(=O)c1c(NC(=O)CSc2nnc(C)c(=O)[nH]2)sc2c1CCCC2	15.4	0.2	-0.5	-2.1	-3.9	3.0	10.2	96.4	-0.3

Screening results (PubChem BioAssay)
